PI4K2A block: PI4K2A (human) kinase inhibition | activity change, negative = inhibition, % at 76.9 µM | hit rate 0.13% among 420,000 | purified PI4K2A, ADP-Glo luminescence, 1 h; active compounds read low | Q9BTU6; in the data active = activity change below about -50%; inconclusive = mostly about -30% to -49%;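 also: -100% = wells without enzyme as full effect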
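Compounds are screened against recombinant PI4K2A using PI as substrate and ATP, the latter dispensed at 300 microM. Reactions run one hour at ambient temperature before ADP-Glo detection; full inhibition defined by wells lacking enzyme.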
ERG Ets-DNA blk: blocks human ERG Ets domain binding to DNA; AID 624246; fluorescence polarization, His-ERG Ets domain / labelled DNA; Potency, µM (highest dose often 76.9 µM), without a hit: at the top dose FP activity, negative = inhibition, most hits filed as inhibitors; P11308; hit rate 0.028% among 370,000; active = well fitted inhibition curve with a large enough effect in the polarisation, with a control signal flat; inconclusive = small, poorly fitted or top-dose-only effect, or effect the other way, or a change in a side signal; inactive = no such curve, though single readings can be large or run the other way; the % refers to the polarisation;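 also: polarization taken with two DNA probes labelled with fluorescein and Texas red; potency is read from the fitted curve at half-maximal effect; % of control where 0% means no effect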
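His-tagged ERG Ets domain (1 uM in the protein solution; 300mM KCl, 50mM Tris-HCl, 1mM EDTA, 1mM DTT, pH 7.5) received compound, then a probe mix of 5 nM fluorescein-DNA and 100nM Texas-615-DNA. Fluorescence polarization was read for both dyes.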
BAZ2B block: blocks human BAZ2B | AlphaScreen BAZ2B-H3K14Ac peptide displacement | Potency, µM (doses to about 114 µM), for the others: at the top dose activity change, negative = inhibition, hits mostly inhibitors | hit rate 4.4% among 360,000 | AID 504333; also: potency is read from the fitted curve at half-maximal effect; % is scaled to controls: 0 for no effect and ±100 for the full control effect; nearly all actives have a fitted effect of over 60% in size
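In this displacement format the biotinylated H3(5-23) peptide acetylated at Lys14 serves as ligand at 50 nM, with BAZ2B at 50 nM in PBS pH 7.4 containing 0.01% Tween-20. Donor and acceptor beads are 10 ug/mL final.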
G9a block: inhibitors of human histone lysine methyltransferase G9a; AID 504332; Potency, µM (top dose mostly 102 µM), for the others: at the top dose activity, negative = inhibition, actives largely listed as inhibitors; hit rate 8.8% among 350,000; G9a H3K9 monomethylation, AlphaScreen, 2 h; also: potency is read from the fitted curve at half-maximal effect; % is scaled to controls: 0 for no effect and ±100 for the full control effect; nearly all actives have a fitted effect of over 75% in size
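Chemiluminescent proximity detection of H3K9 monomethylation, read after 10 min bead incubation in the dark. Reaction: 20 nM G9a, 500 nM biotin-H3K9 peptide, 20 uM SAM cofactor, 2 h, room temperature, following 15 min enzyme-compound preincubation.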
JMJD2A Tudor: blocks the human JMJD2A Tudor domain; O75164; AlphaScreen JMJD2A-Tudor / H3K4me3 peptide binding; Potency, µM (doses to about 114 µM), inactives show top-dose activity change, negative = inhibition, hits mostly inhibitors; hit rate 4.4% among 390,000; also: potency is read from the fitted curve at half-maximal effect; % is scaled to controls: 0 for no effect and ±100 for the full control effect; nearly all actives have a fitted effect of over 50% in size
GLS inh: glutaminase GLS (human) inhibition. hit rate 0.21% among 410,000. O94925. Potency, µM (doses to about 45.5 µM), inactives show at the highest dose activity change, negative = inhibition, hits mostly inhibitors. AID 624170. GLS enzymatic activity, qHTS titration; also: potency is read from the fitted curve at half-maximal effect; % is scaled to controls: 0 for no effect and ±100 for the full control effect
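hKGA in 45 mM KH2PO4 pH 8.2, 0.02% Tween-20 with pin-transferred compounds; 1 mM L-glutamine (stock) plus glutamate oxidase/HRP/Amplex Red coupling added. Fluorescence read initially and after 30 min at RT.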
HP1b binding inh: HP1-beta chromodomain-methylated histone interaction inhibition; P83916; AlphaScreen HP1-beta / biotin-H3K9me3 peptide binding; Potency, µM (doses to about 114 µM), inactives show at the highest dose activity change, negative = inhibition, actives largely listed as inhibitors; hit rate 0.56% among 390,000; also: potency is read from the fitted curve at half-maximal effect; nearly all actives have a fitted effect of over 70% in size; inactives centre near 23
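AlphaScreen: HP1-beta (50 nM) preformed 30 min with biotin-H3(1-18)K9me3 peptide (50 nM) in PBS pH 7.4, 0.01% Tween-20. Compound added for 30 min at RT, then streptavidin donor/nickel chelate acceptor beads (10 ug/mL) for 30 min.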
Pin1 inh: human Pin1 inhibition; hit rate 0.009% among 390,000; Pin1 FP peptide displacement, HiFluor488, 10 min; Potency, µM (highest dose often 115 µM), for the others: at the highest dose activity, negative = inhibition, hits mostly inhibitors; AID 504891; active = well fitted inhibition curve with a large enough effect in the polarisation, with a control signal flat, not every such curve was filed as active; inconclusive = small, poorly fitted or top-dose-only effect, or effect the other way, or a change in a side signal; inactive = no such curve, though single readings can be large or run the other way; the % refers to the polarisation; also: potency is read from the fitted curve at half-maximal effect; % is scaled to controls: 0 for no effect and ±100 for the full control effect
PGK inhibitor: blocks T. brucei phosphoglycerate kinase; hit rate 0.043% among 380,000; AID 602233; PGK/GAPDH coupled, Kinase-Glo luminescence, 60 min; Potency, µM (top dose mostly 57.5 µM), without a hit: at the top dose activity change, negative = inhibition, actives largely listed as inhibitors; P07378; also: potency is read from the fitted curve at half-maximal effect; % is scaled to controls: 0 for no effect and ±100 for the full control effect; nearly all actives have a fitted effect of over 60% in size
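Recombinant glycosomal PGK reaction used 1,3-bisphosphoglycerate generated in-well by GAPDH (100nM final) in 100mM TEA pH 7.6, 5mM MgCl2, 0.01% Tween-20. After 60 minutes at room temperature, ATP was read by Kinase-Glo Plus luminescence end-point.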
Numbers without * were called inactive; [ ] = another dose, or the depositor's remark. Unless noted, calls follow the shape of the dose curve; as a rule, active = well fitted curve in the direction sought with a large enough effect; inconclusive = small, poorly fitted or top-dose-only effect, or another doubt; inactive = no such curve, though single readings can be large; an effect the other way counts as inactive or inconclusive.

`Cc1c(C(=O)Oc2cccc3cccnc23)cccc1[N+](=O)[O-]` gave PI4K2A block -0.3, ERG Ets-DNA blk -8.2%, BAZ2B block 14.1µM*, G9a block inconclusive, JMJD2A Tudor 44.7µM*, GLS inh -5.2%, HP1b binding inh inconclusive, Pin1 inh 8.9% and PGK inhibitor 8.2%.
`COc1ccc(C(=O)[C@@H]2CC[C@](C)(C(=O)O)C2(C)C)cc1` gave PI4K2A block -2.9, ERG Ets-DNA blk 4.4%, BAZ2B block -2.5%, G9a block 21.6%[2.33 µM], JMJD2A Tudor -9.9%, GLS inh -0.6%, HP1b binding inh 39.8%[activator], Pin1 inh 0.1% and PGK inhibitor 0.2%.
COc1ccccc1CN1CCCC(N2CCN(c3ccccc3OC)CC2)C1 (stereo unspecified) was read as PI4K2A block -3.7, ERG Ets-DNA blk 0.5%, BAZ2B block -5.5%, G9a block 22.1%, JMJD2A Tudor -22.6%, GLS inh 15.8%, HP1b binding inh 10.5%, Pin1 inh -3.2% and PGK inhibitor inactive.
`COCCn1cnnc1SCC(=O)Nc1ccc(N2CCCCC2)cc1` gave PI4K2A block -5.1, ERG Ets-DNA blk -14.9%, BAZ2B block -16.7%, G9a block inconclusive, JMJD2A Tudor -17.3%, GLS inh 44.5%[activator], HP1b binding inh 9.1%, Pin1 inh -1.9% and PGK inhibitor -0.2%.
`CCCN(C(=O)c1cc(C)ccc1C)c1c(N)n(Cc2ccccc2)c(=O)[nH]c1=O` gave PI4K2A block -1.4, ERG Ets-DNA blk -10.7%, BAZ2B block 13.9%, G9a block 0.1%[12.7 µM], JMJD2A Tudor -21.8%, GLS inh 0.4%, HP1b binding inh 27.0%, Pin1 inh 5.8% and PGK inhibitor -5.4%.
`O=C(COC(=O)c1ccc(O)cc1)Nc1cc(S(=O)(=O)N2CCOCC2)ccc1N1CCOCC1` gave PI4K2A block 1.3, ERG Ets-DNA blk -11.8%, JMJD2A Tudor -8.1%, GLS inh -4.4%, HP1b binding inh 35.2%, Pin1 inh -1.2% and PGK inhibitor -10.5%.
Screening COc1ccccc1-c1c(C)oc2c(CN3CCN(CCO)CC3)c(O)ccc2c1=O returned PI4K2A block -5.4, ERG Ets-DNA blk -3.4%, BAZ2B block 2.8%, G9a block 7.0%, JMJD2A Tudor -5.7%, GLS inh 40.2%[activator], HP1b binding inh 7.4%, Pin1 inh 0.0% and PGK inhibitor -7.9%.
CCCOc1ccc(N2CC(C(=O)Nc3ccccc3C(=O)NC)CC2=O)cc1 (stereo unspecified) was read as PI4K2A block 0.9, ERG Ets-DNA blk 4.0%, BAZ2B block -1.8%, G9a block 4.9%, JMJD2A Tudor -12.0%, GLS inh -3.1%, HP1b binding inh 35.2%, Pin1 inh -3.1% and PGK inhibitor 5.6%.
O=C(CCNC(=O)c1ccco1)Nc1ccc(OC(F)F)cc1 was read as PI4K2A block -3.1, ERG Ets-DNA blk -16.4%, BAZ2B block 8.7%, G9a block 0.0%, JMJD2A Tudor 0.0%, GLS inh -1.5%, HP1b binding inh 38.8%, Pin1 inh -12.0% and PGK inhibitor -7.1%.
Screening CSc1nnc([C@H](Cc2c[nH]c3ccccc23)NC(=O)OC(C)(C)C)o1 returned PI4K2A block -1.6, ERG Ets-DNA blk 14.2%, BAZ2B block -8.4%, JMJD2A Tudor -16.2%, GLS inh -10.4%, HP1b binding inh 52.1%[activator], Pin1 inh 4.6% and PGK inhibitor -3.3%.
Screening COc1ccc(-c2cc(C(=O)NCCc3ccccc3)c3c(-c4ccc(Cl)cc4)[nH]nc3n2)cc1 returned PI4K2A block 1.7, ERG Ets-DNA blk 0.8%, BAZ2B block -11.8%, G9a block 6.1%[59 µM], JMJD2A Tudor -9.1%, GLS inh -12.4%, HP1b binding inh -17.4%, Pin1 inh 24.5% and PGK inhibitor -3.1%.
CCOC(=O)N1CCN(CCc2ccccc2)CC1 was read as PI4K2A block -1.9, ERG Ets-DNA blk -3.0%, BAZ2B block -0.1%, G9a block -9.9%, JMJD2A Tudor -10.9%, GLS inh -0.7%, HP1b binding inh 29.3%, Pin1 inh -10.2% and PGK inhibitor -5.1%.
Screening Cc1ccc2nc(-c3ccc(NC(=O)C4CCCO4)cc3)[nH]c2c1 (stereo unspecified) returned PI4K2A block -7.8, ERG Ets-DNA blk 5.9%, BAZ2B block 4.0%, G9a block -2.2%, JMJD2A Tudor -3.6%, GLS inh 4.5%, HP1b binding inh 26.8%, Pin1 inh -2.8% and PGK inhibitor 0.0%.
Screening CCc1nc(SCC(=O)Nc2cc(C)on2)n[nH]1 returned PI4K2A block 3.6, ERG Ets-DNA blk -13.5%, BAZ2B block -30.9%, G9a block -22.1%, JMJD2A Tudor 5.4%, GLS inh 4.9%, HP1b binding inh 48.4%[activator], Pin1 inh -3.3% and PGK inhibitor -3.1%.
CCN(CC)C(=O)C1CCCN(c2ccccc2[N+](=O)[O-])C1 (stereo unspecified) was read as PI4K2A block 5.7, ERG Ets-DNA blk 1.3%, BAZ2B block -16.8%, JMJD2A Tudor -14.0%, GLS inh -8.0%, HP1b binding inh 40.3%[activator], Pin1 inh 0.5% and PGK inhibitor 0.7%.
Cc1cc(C)c(S(=O)(=O)N(C)CC(=O)NCCN2CCOCC2)c(C)c1 was read as PI4K2A block 5.2, ERG Ets-DNA blk -2.0%, BAZ2B block 5.0%, G9a block -10.4%, JMJD2A Tudor -10.7%, GLS inh 1.9%, HP1b binding inh 15.3%, Pin1 inh -1.8% and PGK inhibitor 8.5%.
Cc1ccc(OCc2cc(C(=O)Nc3ccccc3)oc2C)cc1 was read as PI4K2A block 0.6, ERG Ets-DNA blk 8.2%, BAZ2B block -2.7%, G9a block -37.9%, JMJD2A Tudor 11.0%, GLS inh -8.6%, HP1b binding inh 54.4%[activator], Pin1 inh 18.9% and PGK inhibitor -0.5%.
For Cc1nn(C)c(Cl)c1NC(=O)OCc1ccc(F)cc1 the results were PI4K2A block -1.6, ERG Ets-DNA blk -3.8%, BAZ2B block 0.8%, G9a block 17.9%, JMJD2A Tudor -10.8%, GLS inh 0.6%, HP1b binding inh 19.1%, Pin1 inh -1.2% and PGK inhibitor -7.7%.
For COc1ccc(C(=O)COC(=O)c2sccc2C)cc1OC the results were PI4K2A block -0.2, ERG Ets-DNA blk -11.5%, JMJD2A Tudor -0.7%, GLS inh 1.0%, HP1b binding inh 35.7%, Pin1 inh -0.2% and PGK inhibitor -1.4%.
For O=C1c2ccccc2C(=O)N1CCCCc1cn(C[C@H]2CC[C@@H]([C@@H]3CC[C@H](Cn4cc(CCCCN5C(=O)c6ccccc6C5=O)nn4)O3)O2)nn1 the results were PI4K2A block 4.1, ERG Ets-DNA blk -1.4%, JMJD2A Tudor -15.5%, GLS inh -6.2%, HP1b binding inh 27.6%, Pin1 inh inconclusive and PGK inhibitor -1.6%.
CC(C)(C)c1ccc(-c2nc(C#N)c(NCc3ccncc3)o2)cc1 was read as PI4K2A block 4.2, ERG Ets-DNA blk 1.7%, BAZ2B block 79.4µM*, G9a block 20µM*, JMJD2A Tudor 79.4µM*, GLS inh -1.1%, HP1b binding inh -19.1%, Pin1 inh 4.1% and PGK inhibitor 9.7%.
For Cc1cc(C)c(C(N)=O)c(NC(=O)Nc2ccccc2Cl)n1 the results were PI4K2A block 1.3, ERG Ets-DNA blk -9.1%, BAZ2B block -5.2%[57.1 µM], G9a block 36.0%, JMJD2A Tudor -2.2%, GLS inh 8.1%, HP1b binding inh 10.2%, Pin1 inh -2.2% and PGK inhibitor -1.0%.
`Cc1cc(NC(=S)NC(=O)/C=C/c2ccc(S(=O)(=O)N3CCOCC3)cc2)ccc1Br` gave PI4K2A block -8.2, ERG Ets-DNA blk 4.9%, BAZ2B block -26.2%, G9a block 11.6%[12.7 µM], JMJD2A Tudor -28.0%, GLS inh -4.0%, HP1b binding inh -4.5%, Pin1 inh 12.2% and PGK inhibitor -5.6%.
Cn1cc(S(=O)(=O)N2CCCCC2)cc1C(=O)Nc1cccc(C#N)c1 was read as PI4K2A block 2.3, ERG Ets-DNA blk -15.9%, BAZ2B block -18.2%, G9a block -24.5%[59 µM], JMJD2A Tudor -18.8%, GLS inh 8.4%, HP1b binding inh 9.6%[57 µM], Pin1 inh 1.8% and PGK inhibitor -2.4%.
For CC(=O)Nc1ccc(S(=O)(=O)NCCC(=O)OC(C)C(=O)c2ccc(C)cc2)cc1 (stereo unspecified) the results were PI4K2A block 0.4, ERG Ets-DNA blk 6.5%, BAZ2B block -14.2%, JMJD2A Tudor -5.3%, GLS inh 8.2%, HP1b binding inh 23.7%, Pin1 inh 1.5% and PGK inhibitor 5.6%.
CCC(=O)Nc1cc(C(=O)OCc2ccc(C(=O)Oc3ccccc3)cc2)ccc1C was read as PI4K2A block -1.0, BAZ2B block -21.4%, G9a block -46.6%[59 µM], JMJD2A Tudor -15.2%, GLS inh 0.6%, HP1b binding inh 30.0%, Pin1 inh -0.7% and PGK inhibitor inactive.
Screening COc1ccc(Cn2c(CO)cnc2SCc2ccc(C)cc2)cc1 returned PI4K2A block -1.6, ERG Ets-DNA blk -5.5%, BAZ2B block inconclusive, G9a block -32.3%[59 µM], JMJD2A Tudor -31.6%, GLS inh 0.4%, HP1b binding inh 7.6%[57 µM], Pin1 inh 0.0% and PGK inhibitor 10.1%.
O=C(OCC(=O)N1CCN(c2ccccc2)CC1)c1ccc2ccccc2n1 was read as PI4K2A block 16.4, ERG Ets-DNA blk -2.1%, BAZ2B block -1.6%, G9a block 35.6%[12.7 µM], JMJD2A Tudor -20.4%, GLS inh 15.0%, HP1b binding inh 7.5%, Pin1 inh 2.7% and PGK inhibitor 2.1%.

Screens deposited in PubChem by National Center for Advancing Translational Sciences (NCATS).
